# High-throughput results deposited in PubChem BioAssay by several laboratories.
# CatS block: blocks human cathepsin S protease activity; P25774; recombinant cathepsin S, AMC dipeptide fluorescence, pooled mixtures; inhibition, %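 (tested at 5 µM per compound within 10-compound mixtures)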; 62,000 tested, 0.06% active; in the data active = inhibition above about 32%, passing the limit was not always enough;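 also: 0% = enzyme without compound and 100% = blank without enzyme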
# ROCK2 inh: inhibitors of human Rho kinase 2; inhibition, % at 6 µM; purified ROCK2, Kinase-Glo ATP depletion luminescence; AID 604; 60,000 tested, 0.35% active;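 active = inhibition above the screen-wide mean inhibition plus 3 SD, cut at about 18% in these data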;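 also: plate controls were DMSO wells for no effect and Y-27632 control wells after no-enzyme background subtraction for full effect; many of its hits are not listed in these tables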
# CatL inh: inhibitors of human cathepsin L | P07711 | purified cathepsin L, fluorogenic substrate, fluorescence | inhibition, %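 (tested at 10 µM)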 | 58,000 tested, 0.17% active; in the data active = inhibition above about 45%;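 also: 0% = enzyme with no compound and 100% = no enzyme blank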
# Cathepsin G inh: blocks human cathepsin G enzyme activity. AID 581. purified enzyme, AMC-tetrapeptide fluorescence, pooled mixtures. inhibition, % at 5 µM (by protocol). P08311. 62,000 tested, 0.2% active;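 active = inhibition above 20% in each of the two mixture wells holding the compound; inactive = inhibition of 20% or less in either well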;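 also: 0% = enzyme control without mixture and 100% = blank lacking enzyme; strong numbers were not always called active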
# JNK3 blocker: inhibitors of human JNK3 kinase; AID 746; P53779; 60,000 tested, 0.61% active; inhibition, % at 8 µM; purified JNK3 kinase activity, HTS; in the data active = inhibition above about 17%;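 also: 0% = DMSO and 100% = reference inhibitor; many of its hits are not listed in these tables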
# Target sequence (P53779 whole entry, looked up): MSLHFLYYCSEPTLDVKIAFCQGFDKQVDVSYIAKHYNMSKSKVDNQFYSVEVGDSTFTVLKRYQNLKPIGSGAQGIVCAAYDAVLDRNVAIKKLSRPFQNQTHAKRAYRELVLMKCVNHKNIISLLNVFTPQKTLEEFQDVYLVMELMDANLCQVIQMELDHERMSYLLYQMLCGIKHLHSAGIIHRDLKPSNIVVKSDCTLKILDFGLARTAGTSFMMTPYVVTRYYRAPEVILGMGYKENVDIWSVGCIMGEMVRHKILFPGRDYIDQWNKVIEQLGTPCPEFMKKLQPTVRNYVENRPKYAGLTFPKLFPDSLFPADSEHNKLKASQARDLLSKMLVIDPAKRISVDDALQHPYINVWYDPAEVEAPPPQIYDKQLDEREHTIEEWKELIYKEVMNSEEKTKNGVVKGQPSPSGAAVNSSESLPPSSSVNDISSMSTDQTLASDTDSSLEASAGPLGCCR
# C1s block: human complement C1s inhibition. purified C1s, fluorogenic AMC substrate, pooled mixtures. mean inhibition % of two 10-compound mixtures (stronger effect = higher value), % at 5 µM (by protocol). 62,000 tested, 0.16% active. AID 538;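 active = inhibition above 20% in each of the two 10-compound mixture wells holding the compound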;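 also: 0% = enzyme wells lacking compound mixture and 100% = no-enzyme blank wells; some compounds called inactive have numbers as strong as hits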
# FXIIa inh mix: inhibitors of human coagulation factor XIIa, pooled mixtures; P00748; purified FXIIa, fluorogenic substrate; inhibition, % at 5 µM; 62,000 tested, 0.2% active; AID 684;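 also: 0% = enzyme without compound and 100% = no enzyme blank; some results filed as inactive read as strong as hits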
# Target sequence (P00748 20-372 limits assumed): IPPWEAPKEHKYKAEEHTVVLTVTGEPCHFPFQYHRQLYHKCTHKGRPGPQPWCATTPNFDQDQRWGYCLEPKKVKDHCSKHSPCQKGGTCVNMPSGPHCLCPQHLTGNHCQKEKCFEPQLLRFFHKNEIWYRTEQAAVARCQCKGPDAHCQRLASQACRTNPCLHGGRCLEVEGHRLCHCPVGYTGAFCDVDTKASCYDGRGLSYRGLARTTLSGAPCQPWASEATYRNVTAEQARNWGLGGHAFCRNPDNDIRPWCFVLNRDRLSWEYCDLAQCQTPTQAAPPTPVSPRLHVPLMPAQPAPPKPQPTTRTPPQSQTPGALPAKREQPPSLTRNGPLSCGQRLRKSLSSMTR
# Target sequence (P00748 373-615 limits assumed): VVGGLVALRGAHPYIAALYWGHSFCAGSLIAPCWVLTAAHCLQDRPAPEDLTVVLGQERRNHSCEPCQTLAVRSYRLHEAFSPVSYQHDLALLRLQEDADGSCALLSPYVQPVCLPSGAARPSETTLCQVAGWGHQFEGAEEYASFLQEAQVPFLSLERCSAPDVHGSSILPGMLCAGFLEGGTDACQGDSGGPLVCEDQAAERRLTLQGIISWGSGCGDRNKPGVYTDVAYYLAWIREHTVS
# FXIa mix inh: blocks human factor XIa in pooled compound mixtures; purified FXIa, fluorogenic substrate; P03951; inhibition, % at 5 µM; 62,000 tested, 0.19% active;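 also: each value is inhibition by a whole ten-compound pool holding the compound; 0% = enzyme with no mixture and 100% = wells lacking enzyme; strong numbers were not always called active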
# PKA kinase inh: PKA (human) kinase inhibition | PKA Kemptide phosphorylation, Kinase-Glo ATP luminescence | inhibition, % at 6 µM | 65,000 tested, 0.1% active | AID 524;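 active = inhibition above the screen-wide mean inhibition plus 3 SD, cut at about 21% in these data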; also: many of its hits are not listed in these tables
# Numbers without * were called inactive; nt = not tested or not shown. Rule as the data show it, unless noted: active = inhibition above about 20% (passing the limit was not always enough); inactive = the rest.
SMILES,CatS block,ROCK2 inh,CatL inh,Cathepsin G inh,JNK3 blocker,C1s block,FXIIa inh mix,FXIa mix inh,PKA kinase inh
C/C(N)=C(/C#N)C(=O)COC(=O)CSc1ccccc1,-5.3,5.2,5.7,9.0,5.0,12.9,4.0,7.2,10.0
CCN(CC)C(=O)c1sc2nc(-c3ccncc3)[nH]c(=O)c2c1C,7.1,5.6,-3.3,0.8,4.1,-14.8,6.5,14.6,9.0
COc1ccc(-n2c(C)cc(C(=O)CSc3nn4c(=O)c(C(C)(C)C)nnc4s3)c2C)cc1,1.2,4.0,nt,11.7,-2.0,4.0,-0.4,-2.7,5.4
CC1CC(C)CN(C(=O)CSc2nnc(-c3ccc(Cl)s3)o2)C1 (centres undefined),0.7,3.2,nt,2.0,-3.6,6.6,3.8,9.8,5.4
CC(=O)NC1=NC(=O)/C(=C/N2CCCCC2)S1,3.0,-0.1,-3.2,5.3,2.4,4.0,6.3,11.1,5.4
O=C(NCC1CCCO1)c1csc2c1CCCC2 (centres undefined),0.6,0.2,-6.5,2.4,6.9,6.5,-8.4,12.1,-1.4
CC1CCCN(S(=O)(=O)c2ccc(S(=O)(=O)N3CCCN(Cc4ccccc4)C3)cc2)C1 (centres undefined),12.8,1.4,7.5,3.0,4.1,3.9,4.3,-1.1,6.1
COc1ccc(C2=NOC(Cn3c(Cc4ccc(Cl)cc4)nc4c3c(=O)n(C)c(=O)n4C)C2)cc1 (centres undefined),7.3,7.3,8.5,8.3,-1.8,16.8,3.5,4.9,7.4
CCn1c(Cc2ccccc2)nnc1SCC(=O)Nc1nccs1,32.1,-1.4,11.4,46.9,4.2,16.5,13.9,5.9,-2.4
CCOCCCNc1ncc2c(n1)CC(c1ccc(C)cc1)CC2=O (centres undefined),-25.9,0.4,19.8,-33.5,-3.2,-153.0,12.6,-46.3,2.3
C=CCOc1ccccc1CNCc1cccnc1,-2.5,3.1,-10.8,-2.5,-0.8,2.5,3.3,6.3,6.2
CCOC(=O)C1=C(SCC(=O)Nc2ccccc2)NC(=O)C(C#N)C12CCCCC2 (centres undefined),2.5,4.2,11.3,1.9,-4.9,-7.7,5.0,1.6,8.2
COCc1cc(C)nc(SCC(=O)NCc2ccco2)c1C#N,-2.8,-3.1,-3.9,13.6,1.3,16.2,6.7,8.0,-3.1
Cc1ccc(Nc2nc(N)nc(CSc3nccn3C)n2)c(C)c1,-7.7,5.9,nt,7.9,-0.3,11.3,7.7,5.2,4.8
COc1ccc(C(=O)NCCc2ccc(S(N)(=O)=O)cc2)cc1OC,-2.0,8.1,15.1,-4.2,-4.6,-1.8,3.6,2.4,8.3
CN1CCN(CC(=O)n2c3c(c4ccccc42)CCCC3)CC1,12.4,-2.8,30.8,13.1,2.3,12.7,-0.8,-1.8,-2.2
COc1ccc(CSC2=NCCN2)cc1Cl,-8.9,-13.2,21.9,6.8,-3.8,-50.0,-24.6,-1.4,-0.3
Cc1cccc(-c2nnc3sc(-c4ccccc4C)nn23)c1,3.2,4.2,9.4,1.6,-2.5,6.0,9.5,10.2,-2.6
COc1ccc(C2/C(=C(/O)c3ccccc3)C(=O)C(=O)N2CC(C)O)c(OC)c1 (centres undefined),-26.4,1.1,-3.2,-16.6,2.2,-150.9,6.7,-26.9,-2.3
C=CCN1CCN(C(c2ccc(Cl)cc2)c2nnnn2CCc2ccc(OC)c(OC)c2)CC1 (centres undefined),19.0,-2.6,-1.7,24.5,-2.9,30.4,-0.5,24.5,-4.5
COc1ccc(OC)c(C2=NOC(C(=O)Nc3c(C)n(C)n(-c4ccccc4)c3=O)C2)c1 (centres undefined),8.1,2.0,23.1,0.3,-2.8,3.6,11.7,1.2,12.1
O=c1[nH]c(-c2ccncc2)nc2ccccc12,-8.2,5.1,2.5,-1.9,-1.4,-5.9,7.1,2.3,7.0
Cc1cc(C)c2cc(CN(Cc3ccc4c(c3)OCO4)Cc3nnnn3Cc3ccco3)c(=O)[nH]c2c1,2.1,-0.1,11.2,-5.0,-2.2,-30.1,-1.3,2.6,4.2
CC1CCN(c2c(NCc3ccc(C(=O)NCC4COc5ccccc5O4)cc3)c(=O)c2=O)CC1 (centres undefined),4.1,3.6,18.4,-0.8,3.6,-4.1,3.6,0.5,9.8

# Some of these compounds in order of their number in FXIIa inh mix, largest number first:
SMILES,CatS block,ROCK2 inh,CatL inh,Cathepsin G inh,JNK3 blocker,C1s block,FXIIa inh mix,FXIa mix inh,PKA kinase inh
Cc1ccc(Nc2nc(N)nc(CSc3nccn3C)n2)c(C)c1,-7.7,5.9,nt,7.9,-0.3,11.3,7.7,5.2,4.8
CC1CC(C)CN(C(=O)CSc2nnc(-c3ccc(Cl)s3)o2)C1 (centres undefined),0.7,3.2,nt,2.0,-3.6,6.6,3.8,9.8,5.4
COc1ccc(CSC2=NCCN2)cc1Cl,-8.9,-13.2,21.9,6.8,-3.8,-50.0,-24.6,-1.4,-0.3

# New compounds follow.
SMILES,CatS block,ROCK2 inh,CatL inh,Cathepsin G inh,JNK3 blocker,C1s block,FXIIa inh mix,FXIa mix inh,PKA kinase inh
CC1(O)c2ccccc2C(=O)N1Cc1ccccc1 (centres undefined),-1.8,4.4,5.5,10.7,-5.8,2.9,2.5,1.6,-3.8
O=C(CCN1CCCCC1)NCNC(=O)CCN1CCCCC1,-4.0,1.8,nt,-15.1,-1.1,-9.6,6.0,-1.5,4.5
CCOC(=O)C(C)Sc1nnc(-c2c[nH]c3ccccc23)n1C (centres undefined),-16.9,1.7,nt,2.9,8.2,-38.6,5.3,-2.3,-3.0
O=C(NCc1cn2ccccc2n1)c1ccc(Br)o1,7.6,4.5,nt,11.2,9.3,9.4,0.7,2.9,3.4
CNC(=O)c1ccc(N(Cc2ccccc2C)S(C)(=O)=O)cc1,5.2,-6.2,10.6,12.9,-6.6,2.7,4.2,5.6,2.6
CC(C)COC(=O)C(C#N)c1nc2ccccc2nc1N1CCN(Cc2ccc3c(c2)OCO3)CC1 (centres undefined),2.1,3.1,-2.2,10.8,-0.4,14.6,1.1,7.8,-1.3
O=C(CCn1c(=O)oc2ccccc21)n1c(=O)oc2ccccc21,-1.7,2.2,5.4,12.7,1.9,16.9,12.0,2.5,0.0
Cc1cc(C)c(NC(=O)CSc2nnc(-c3ccco3)n2N)c(C)c1,10.7,0.5,-14.0,-3.5,4.5,-1.8,-0.3,2.9,7.3
Cc1noc(C)c1S(=O)(=O)N1CCC(C(=O)N2CCN(Cc3ccc4c(c3)OCO4)CC2)CC1,-5.3,nt,2.5,2.5,nt,-21.3,1.7,-9.4,-2.4
COCCN(C(=O)CCC(=O)Nc1ccccn1)C(C(=O)NC1CCCC1)c1ccc(OC)cc1 (centres undefined),11.1,-1.2,24.9,10.5,-2.2,17.6,5.2,0.2,-1.7
CC1(C)CC(NC(=O)C(F)(F)F)CC(C)(C)N1OC(=O)c1ccco1,13.3,-2.3,17.7,10.2,0.3,16.4,8.6,2.5,-2.3
CCOc1ccccc1N1CCN(S(=O)(=O)c2cccs2)CC1,8.6,3.9,17.6,-1.1,-4.7,-16.9,6.7,5.5,-1.4
CCc1ccc(NS(=O)(=O)c2cc(OC)ccc2OC)cc1,-4.1,8.2,nt,7.4,0.7,11.9,-4.7,7.7,12.6
Cc1cc(C)c2c(-n3cccc3)c(C(=O)O)sc2n1,-1.7,0.6,-6.7,-4.2,-4.3,-3.8,7.4,5.7,4.4
CN(CC(=O)NC1CCCCC1)S(=O)(=O)c1cccc2cccnc12,0.2,0.5,nt,0.4,5.6,-21.7,7.2,7.5,-0.4
O=C(OCCN1C(=O)c2ccccc2C1=O)c1cccc(OC(F)F)c1,8.4,-0.3,17.6,-0.4,2.0,-3.2,-10.4,5.6,-5.2
CCC(C)Oc1cccc(C(=O)Nc2ccccc2N2CCOCC2)c1 (centres undefined),-5.6,4.2,nt,0.3,4.2,-37.3,1.2,-7.0,7.5
CCOCCn1c(CN2CCCCC2C)nc2c1c(=O)n(C)c(=O)n2C (centres undefined),6.6,3.4,1.3,-3.3,3.1,-3.9,9.1,2.3,4.7
Cc1cc(C)cc(NC(=O)CSc2nnc(-c3ccc(S(=O)(=O)N4CCCC4)cc3)o2)c1,-1.8,0.9,-6.4,11.7,1.2,14.3,2.7,4.2,-1.8
O=C(Cn1cnc2ccccc2c1=O)NCC(=O)N1CCN(Cc2ccc3c(c2)OCO3)CC1,-12.3,3.6,-3.7,-0.3,-4.2,0.5,-16.7,9.1,1.3
Cc1ccccc1OCc1nc2ccccc2c(=O)n1/N=C/c1ccco1,-2.6,2.3,7.8,9.5,4.9,4.0,0.2,0.8,6.9
CN(C)Cc1cc(C(C)(C)c2cc(CN(C)C)c(O)c(CN(C)C)c2)cc(CN(C)C)c1O,9.4,-0.3,nt,7.6,-1.9,4.7,-3.8,17.8,-3.2
CCCCN1C(=O)C2ON(c3ccccc3C)C(c3ccco3)C2C1=O (centres undefined),-10.0,6.8,1.8,-3.4,2.5,-38.1,-16.9,3.9,4.4
Cc1noc(C)c1S(=O)(=O)Nc1ccc(C(=O)N2CCc3ccccc3C2)cc1,0.2,5.0,13.2,8.6,1.4,4.8,6.6,5.0,9.2
CC(Sc1nnc(N)s1)c1ccccc1Cl (centres undefined),-1.7,4.5,nt,10.2,-2.4,51.1,6.6,4.1,3.0
CCOC(=O)C(CC)Sc1ncnc2nc[nH]c12 (centres undefined),-1.3,nt,-0.3,1.0,nt,-2.0,4.8,-0.8,16.3
COc1cc(=O)[nH]c(=O)n1CC(=O)c1ccccc1,nt,11.8,-5.0,nt,0.5,nt,nt,nt,6.6
CC1=CC(=C2N=C(c3ccccc3)OC2=O)C=C(C)O1,-4.3,4.3,nt,7.6,-1.3,-6.5,15.3,7.8,11.9
CCc1cc2c(CN3CCN(C)CC3)cc(=O)oc2cc1O,-33.6,9.8,-60.9,-6.1,7.9,-120.1,3.9,-23.0,3.4
Nc1ccc(-c2cc(N)n(-c3ccccc3)n2)cc1,-6.3,9.3,-4.7,8.2,-4.8,0.6,-33.3,8.9,7.1
CC#CCCC(=O)N1C=Cc2ccccc2C1C#N (centres undefined),-5.1,6.3,6.3,-1.0,2.5,1.5,-12.8,5.0,11.1
COc1ccc(OC)c(C2C3CN(C(C)C)CC=C3C(C#N)=C(N)C2(C#N)C#N)c1 (centres undefined),4.8,1.1,3.5,5.2,5.8,-37.8,1.9,-0.9,3.4
COc1ccc(N2C(=O)c3ccccc3NC23CCCCC3)cc1,17.2,-0.2,nt,6.8,-4.4,-4.7,3.0,6.8,3.1
Cc1ccc(N=Cc2cccc(O)c2O)c(C)c1,-1.6,5.5,nt,10.4,-4.2,12.3,-22.4,6.4,10.7
Nc1cc(=O)[nH]c(SCc2nc3ccccc3n2Cc2ccccc2)n1,6.0,4.8,nt,3.1,1.7,-29.7,10.8,-5.8,5.5
N#Cc1c(NCCN)nc(NCc2ccccc2)c2c1CCN(Cc1ccccc1)C2,nt,-1.2,5.3,nt,-1.9,nt,nt,nt,-4.3
O=C(O)C1C2C=CC(C2)C1C(=O)Nc1cccc(F)c1 (centres undefined),13.1,3.5,12.3,6.7,2.0,-15.0,0.4,1.4,6.2
COc1ccc(S(=O)(=O)NCCCCNS(=O)(=O)c2ccc(OC)cc2)cc1,-5.1,4.2,11.1,10.5,1.8,13.3,-32.5,7.8,10.7

# 4 entries drawn at random from the list so far:
SMILES,CatS block,ROCK2 inh,CatL inh,Cathepsin G inh,JNK3 blocker,C1s block,FXIIa inh mix,FXIa mix inh,PKA kinase inh
O=C(O)C1C2C=CC(C2)C1C(=O)Nc1cccc(F)c1 (centres undefined),13.1,3.5,12.3,6.7,2.0,-15.0,0.4,1.4,6.2
CC1=CC(=C2N=C(c3ccccc3)OC2=O)C=C(C)O1,-4.3,4.3,nt,7.6,-1.3,-6.5,15.3,7.8,11.9
N#Cc1c(NCCN)nc(NCc2ccccc2)c2c1CCN(Cc1ccccc1)C2,nt,-1.2,5.3,nt,-1.9,nt,nt,nt,-4.3
Cc1ccc(N=Cc2cccc(O)c2O)c(C)c1,-1.6,5.5,nt,10.4,-4.2,12.3,-22.4,6.4,10.7
